Source: PubChem BioAssay
D2 PAM – D2 dopamine receptor (human) potentiation. P14416. HEK293 T-REx D2, calcium flux, EC20 dopamine potentiation. potentiation, % at 10 µM. 340,000 compounds, 0.34% hits. AID 485347;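 active = potentiation over 3 SD above the plate norm, cut at about 30% in these data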; also: 0% is about no effect
Target sequence (P14416 whole entry, looked up): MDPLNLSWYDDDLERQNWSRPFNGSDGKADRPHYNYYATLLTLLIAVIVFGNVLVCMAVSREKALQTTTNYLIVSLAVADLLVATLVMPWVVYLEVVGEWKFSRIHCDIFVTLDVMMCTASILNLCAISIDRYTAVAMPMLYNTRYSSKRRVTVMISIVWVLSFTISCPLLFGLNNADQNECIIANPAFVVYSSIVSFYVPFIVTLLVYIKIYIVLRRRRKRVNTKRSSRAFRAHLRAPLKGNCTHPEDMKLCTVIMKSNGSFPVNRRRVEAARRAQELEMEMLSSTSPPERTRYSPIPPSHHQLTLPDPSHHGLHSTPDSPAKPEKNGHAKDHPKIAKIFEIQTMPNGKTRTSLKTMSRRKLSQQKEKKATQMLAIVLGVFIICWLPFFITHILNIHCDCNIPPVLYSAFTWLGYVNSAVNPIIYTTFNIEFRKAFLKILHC
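Tetracycline-induced HEK293 T-REx cells force-coupled to calcium signalling expressed D2; compounds were pin-added after a 10 s baseline, read kinetically 180 s, then an EC20 dopamine challenge followed with a further 180 s calcium read.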
D1 potentiator – human D1 dopamine receptor positive modulation; 360,000 compounds, 0.036% hits; AID 504651; potentiation, % at 10 µM; P21728; HEK293 TREx D1 cells, calcium flux, dopamine EC20 potentiation; in the data active = potentiation above about 30%; also: 0% is about no effect
Apoferritin bind – binds horse apoferritin like a general anesthetic. AID 485281. 350,000 compounds, 0.074% hits. Potency, µM (highest dose often 77.5 µM), inactives show top-dose activity change, negative = displacement, usual class: inhibitors. apoferritin/1-aminoanthracene competitive binding, fluorescence. P02791; also: potency is read from the fitted curve at half-maximal effect; % is scaled to controls: 0 for no effect and ±100 for the full control effect; nearly all actives have a fitted effect of over 20% in size
Target sequence (P02791 2-175 limits assumed): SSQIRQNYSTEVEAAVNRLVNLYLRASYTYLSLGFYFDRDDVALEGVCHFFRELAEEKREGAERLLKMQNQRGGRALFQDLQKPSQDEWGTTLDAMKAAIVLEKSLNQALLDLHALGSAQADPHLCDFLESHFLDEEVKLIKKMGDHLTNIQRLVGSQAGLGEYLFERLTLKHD
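Horse-spleen apoferritin (10 uM) in 50% saturated 1-aminoanthracene in PBS was incubated 10 min at room temperature with compound. Fluorescence (ex 380, em 535 nm) was normalized to free and bound 1-AMA, with concentration-response fitted by a four-parameter Hill equation.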
TRHR enhancer – allosterically enhances the human TRH receptor | P34981 | TRHR cells, fluo-8 calcium fluorescence, EC20 TRH enhancement | enhancement, % at 2 µM | 360,000 compounds, 0.66% hits; in the data active = enhancement above about 30%; also: 0% is about no effect
Target sequence (P34981 whole entry, looked up): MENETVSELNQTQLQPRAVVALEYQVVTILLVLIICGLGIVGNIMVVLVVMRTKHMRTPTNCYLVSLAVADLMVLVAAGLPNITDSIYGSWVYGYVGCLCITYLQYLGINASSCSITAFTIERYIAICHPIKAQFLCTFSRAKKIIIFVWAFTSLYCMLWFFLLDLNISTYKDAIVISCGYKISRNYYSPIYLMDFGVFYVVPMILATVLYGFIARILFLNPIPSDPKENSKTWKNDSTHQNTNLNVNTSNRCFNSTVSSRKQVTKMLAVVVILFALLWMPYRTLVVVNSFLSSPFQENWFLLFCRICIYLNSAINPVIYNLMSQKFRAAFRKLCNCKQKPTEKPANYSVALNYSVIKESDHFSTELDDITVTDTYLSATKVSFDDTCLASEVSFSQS
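TRHR-expressing cells loaded with fluo-8 calcium dye were read kinetically (ex 480/em 530) during compound addition, then stimulated with an EC20 of TRH (10 nM final). Enhancement of the Gq-mediated intracellular calcium response was scored.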
RXFP1 ag – activates the human relaxin receptor RXFP1. Q9HBX9. HEK293T-RXFP1 cAMP TR-FRET, 30 min; response scale: percent of porcine relaxin response, buffer zero. Potency, µM (top dose mostly 57.5 µM), for inactives: at the top dose activation, most hits filed as activators. 370,000 compounds, 0.3% hits. AID 2676; also: potency is read from the fitted curve at half-maximal effect; % is scaled to controls: 0 for no effect and ±100 for the full control effect; nearly all actives have a fitted effect of over 60% in size; many of its hits are not listed in these tables
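Agonist response is measured as cAMP accumulation in an RXFP1-transfected HEK293T line under PDE4 inhibition. Values are scaled between buffer-only and 29 nM porcine relaxin, and EC50s come from standard Hill equation fits.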
D1 agonist – activates the human D1 dopamine receptor | 360,000 compounds, 1% hits | HEK293 T-REx D1 cells, calcium flux, agonist mode | P21728 | AID 504660 | activation, % at 2 µM; in the data active = activation above about 30%; also: 0% is about no effect
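Tetracycline-induced HEK293 TREx D1 cells, force-coupled to calcium signalling, were dye-loaded with a no-wash calcium kit. Compound was pin-added after a 10 s baseline. Fluorescence was read kinetically at 1 cycle/s for 180 s, with calcium rises flagged as agonism.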
TRHR ag – TRH receptor (human) agonism. P34981. TRHR cells, calcium flux fluo-8, FDSS agonist mode. activation, % at 2 µM. 360,000 compounds, 0.18% hits. AID 493084; in the data active = activation above about 30%; also: 0% is about no effect
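TRHR-expressing cells loaded with fluo-8 calcium dye; 23 nL library compound pin-transferred, kinetic FDSS fluorescence (Ex 480/Em 530) recorded about 180 s for agonist-induced calcium release, before a 10 nM TRH EC20 addition for potentiator mode.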
RXFP1 antagonist – antagonists of human relaxin receptor RXFP1 | Q9HBX9 | HEK293-RXFP1, relaxin-stimulated cAMP HTRF, 30 min; hits give low values | activity change, negative = inhibition, % at 57.5 µM | 350,000 compounds, 0.59% hits | AID 1259400;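 active = activity change of -60% or lower, but not beyond a set lower limit; inconclusive = change between -60% and -40%, or beyond the set limit; inactive = change above -40%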; also: % is scaled to controls: 0 for no effect and ±100 for the full control effect
D1 antag – antagonists of human D1 dopamine receptor | P21728 | HEK293 TREx D1 cells, calcium flux, dopamine EC80; hits give low values | activity change, negative = inhibition, % at 10 µM | 360,000 compounds, 3.2% hits; in the data active = activity change below about -30%; also: % is scaled to controls: 0 for no effect and ±100 for the full control effect
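Calcium flux readout: force-coupled, inducible Hek293 Trex D1 line, cells induced overnight at 30 C with tetracycline, dye-loaded 30–90 min at RT. Antagonism scored against EC80 dopamine challenge given 180 s after compound.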
An asterisk follows results filed as active; ? = inconclusive; nt = no result given; & = joins results of further samples; ! = not confirmed by another sample; [ ] = dose if it differs, or a comment. Unless noted, calls follow the shape of the dose curve; as a rule, active = well fitted curve in the direction sought with a large enough effect; inconclusive = small, poorly fitted or top-dose-only effect, or another doubt; inactive = no such curve, though single readings can be large; an effect the other way counts as inactive or inconclusive.

SMILES	D2 PAM	D1 potentiator	Apoferritin bind	TRHR enhancer	RXFP1 ag	D1 agonist	TRHR ag	RXFP1 antagonist	D1 antag
CCOC(=O)C(=CNc1cscc1S(=O)(=O)C(C)C)C(=O)OCC	-1.3	3.2	-10.5%	1.9	2.3%	-0.3	-1.5	4.8	3.2
CCN(CC)CC(=O)c1c(N)n(Cc2ccccc2)c(=O)n(C)c1=O	-0.9	0.5	-7.2%	12.4	2.8%	0.8	0.0	-37.7	-2.7
CCOc1cc(-c2nc(-c3ccc(Br)cc3)no2)cc(OCC)c1OCC	2.8	0.3	-7.1%	2.6	1.6%	1.2	-0.9	-0.2	-2.3
Cc1ccccc1S(=O)(=O)Cc1ccc(C(=O)NCCN(Cc2ccccc2)C(C)C)o1	-29.6	-0.9	-5.1%	10.5	2.2%	0.7	-0.3	6.0	13.0
O=C(O)c1cccc(S(=O)(=O)N2CCc3ccccc3C2)c1	-9.8	1.8	14.9%	1.4	-2.8%	5.1	0.4	-2.1	-1.3
COc1ccc(C(=O)C(CCCCC(CN(C)C)C(=O)c2ccc(OC)cc2)CN(C)C)cc1 (stereo not given)	nt	-10.0	-11.6%	-3.1	0.2%	24.3	3.1	nt	-39.6*
CC(=O)N1CCOc2ccc(S(=O)(=O)Nc3ncccc3C)cc21	-3.8	-3.9	-0.5%	-0.3	-3.2%	0.7	0.2	-1.1	-6.6
COc1ccc(C2C3=C(CC(C)(C)CC3=O)Oc3ncn(Cc4ccccc4)c(=N)c32)cc1 (stereo not given)	-1.7	-3.2	-17.8%	4.1	0.0%	2.5	4.3	15.9	10.4
CSc1ccccc1C(=O)NCc1ccccc1C	-1.7	-11.0	-17.9%	-12.5	0.5%	0.9	-0.8	-2.8	-22.3
Cc1ccc(S(=O)(=O)N/N=C\c2cc([N+](=O)[O-])ccc2Cl)cc1	nt	-2.6	3.0%	10.1	0.6%	3.5	-1.3	-18.3	-4.5
COc1ccc(C(=O)c2c3ccc([N+](=O)[O-])cc3[n+]([O-])n2CCCC(N)=O)cc1	-12.3	6.7	nt	1.5	-1.9%	2.5	-0.4	nt	1.5
O=C(c1ccco1)[C@@H]1[C@@H]2C(=O)N(c3ccc(F)cc3)C(=O)[C@@H]2C2c3ccccc3C=CN21 (stereo not given in full)	3.2	3.0	-2.1%	-5.1	0.6%	5.7	1.2	nt	3.3
Cc1ccc(CNC(=O)CO/N=C/c2ccc(C(C)(C)C)cc2)cc1	-11.3	-3.8	?	0.2	5.2%	26.9	1.8	-29.9	-0.2
O=C(Nc1cc2c(cc1C(=O)c1ccccc1Cl)OCCO2)c1ccc(Br)cc1	5.3	-0.2	0.5%	-3.5	-1.9%	3.7	0.2	5.6	6.2
O=C(COC(=O)c1ccccc1OCc1ccccc1Cl)NC1CC1	1.2	0.3	-0.3%	8.9	1.5%	-1.6	0.4	0.8	18.6
CC1CCC(C(C)C)C(OC(=O)CSc2n[nH]c(=O)[nH]c2=O)C1 (stereo not given)	-17.1	-3.2	?	-4.9	0.3%	1.4	0.2	-4.1	14.3
O=C1CCC(C(=O)N2CCC(CO)CC2)CN1Cc1ccc(Cl)cc1 (stereo not given)	2.3	-0.2	-6.2%	11.5	1.3%	-0.5	0.6	-8.0	6.4
Cc1cccc(-n2c(C)cc(C=C(C#N)C#N)c2C)c1	-5.3	0.9	-8.7%	-2.0	-1.4%	3.3	0.3	1.9	-11.1
Cc1cccc(-n2nc3c(c2NC(=O)c2c(F)cccc2F)CS(=O)(=O)C3)c1C	28.0	-2.6	1.1%	-0.4	0.5%	3.7	-0.5	-1.4	9.3
COc1ccccc1CNC(=O)c1ccc2c(c1)nc(C)n2-c1cccc(C)c1	27.2	-1.4	200.2%[activator]	-0.1	-1.3%	-3.0	-0.9	-8.0	-6.7
CCC(C(=O)NC1CCCCC1)n1c(SCc2cccc(F)c2)nc2ccncc21 (stereo not given)	3.7&8.5	-4.0&-7.8	2.6%&-23.9%	6.0&15.0	5.6%&1.3%	2.1&5.4	0.6&-0.1	-5.1&-13.6	1.7&2.8
COc1ccc(-c2cc(=O)n(CCC#N)[nH]2)cc1	1.4	5.9	1.8%	2.6	3.4%	-1.0	0.3	-12.0	-3.9
COc1ccccc1NC(=O)Nc1cccc(NC(C)=O)c1	0.9	-3.5	-6.9%	5.5	2.3%	1.1	-0.1	9.6	7.0
Cc1cc(C(=O)OCC(=O)NC(C)c2ccc(F)cc2)c(C)o1 (stereo not given)	3.2	-2.1	nt	2.5	-1.3%	15.3	0.2	-7.4	3.1
CCOc1ccccc1NC(=O)C(=O)NCC1CCCN1CC (stereo not given)	-12.5	-2.0	-12.4%	3.5	3.0%	0.9	-0.3	-10.0	-2.9

Pulled one by one from above (4):
SMILES	D2 PAM	D1 potentiator	Apoferritin bind	TRHR enhancer	RXFP1 ag	D1 agonist	TRHR ag	RXFP1 antagonist	D1 antag
COc1ccc(-c2cc(=O)n(CCC#N)[nH]2)cc1	1.4	5.9	1.8%	2.6	3.4%	-1.0	0.3	-12.0	-3.9
O=C(c1ccco1)[C@@H]1[C@@H]2C(=O)N(c3ccc(F)cc3)C(=O)[C@@H]2C2c3ccccc3C=CN21 (stereo not given in full)	3.2	3.0	-2.1%	-5.1	0.6%	5.7	1.2	nt	3.3
CCOc1cc(-c2nc(-c3ccc(Br)cc3)no2)cc(OCC)c1OCC	2.8	0.3	-7.1%	2.6	1.6%	1.2	-0.9	-0.2	-2.3
CCN(CC)CC(=O)c1c(N)n(Cc2ccccc2)c(=O)n(C)c1=O	-0.9	0.5	-7.2%	12.4	2.8%	0.8	0.0	-37.7	-2.7

Continuation.
SMILES	D2 PAM	D1 potentiator	Apoferritin bind	TRHR enhancer	RXFP1 ag	D1 agonist	TRHR ag	RXFP1 antagonist	D1 antag
C=CCSc1nnc(-c2cnn(-c3ccccc3)c2-n2cccc2)n1C	2.2	-2.0	-12.0%	-8.4	-0.4%	-0.1	0.7	2.7	2.7
O=C(COc1ccccc1)Nc1cccc(-c2nn[nH]n2)c1	-0.7	-6.0	-6.6%	-6.4	-0.4%	2.8	0.1	-7.8	14.6
O=C(c1cccc(Cl)c1)N1CCC2(CC1)NCCc1[nH]cnc12	-0.3	-0.8	0.3%	-6.6	0.1%	-0.5	0.6	-6.3	-11.3
Cc1cccc(NC(=S)NC(C)C(c2cccs2)N2CCN(C)CC2)c1C (stereo not given)	-17.8	-1.4	-4.6%	-0.4	-0.7%	3.9	0.5	-3.5	-11.7
CCOc1cc(/C=N/Nc2nnc(C)n2N)ccc1O	-2.1	-4.5	2.1%	5.7	5.6%	2.6	-1.2	0.4	-17.5
Cc1cc(C)c(NC(=O)Cn2nnc(C(=O)Nc3ccc(F)cc3F)c2N)c(C)c1	14.7&-8.2	0.4&-7.2	8.3%&-5.8%	6.6&15.2	-0.8%&0.2%	2.5&0.1	2.7&0.3	-2.2&6.1	-68.5*!
Cc1ccccc1NC(=O)Cc1nnc(SCC(=O)Nc2ccccc2)n1C	-7.6	1.8	-1.7%	-5.3	1.8%	0.5	0.4	nt	1.7
CN1CCN(C(=O)C2CCCN(S(=O)(=O)c3ccc(Br)cc3)C2)CC1 (stereo not given)	4.8	2.9	-4.9%	6.9	1.7%	3.5	0.9	-0.4	14.6
c1ccc(Cn2c(NCc3ccccn3)nc3ccccc32)cc1	2.0	-4.1	-12.7%	-3.7	0.5%	0.5	-0.9	14.1	-8.8
CNC(=O)CSc1nc(N)c2c3c(sc2n1)CCC3	-7.9	1.5	-11.8%	2.3	-0.8%	-0.8	0.3	3.3	10.9
CC(=O)Nc1ccc(NC(=O)CSc2nnc(CNc3ccc(F)cc3)n2CC2CCCO2)cc1 (stereo not given)	-6.2	0.2	-4.1%	-3.1	0.8%	0.8	0.6	-4.5	-7.0
O=C1c2ccccc2C(Nc2ccc(Cl)cn2)N1Cc1ccccc1 (stereo not given)	4.6	-7.0	-7.4%	-8.6	-0.8%	2.0	2.6	-7.1	1.4
COc1cc(-c2cc(OC)c3c(C)oc(C)c3c(=O)c2)ccc1O	-6.0	5.0	?	-9.0	3.9%	2.3	0.5	29.4	-6.3
O=C(Nc1ccc2c(c1)OCO2)C1CC(=O)N(c2ccc3c(c2)OCCO3)C1 (stereo not given)	-7.2	-3.3	-8.6%	-5.3	3.6%	0.2	1.0	-1.5	-12.2
CC1CCC2(CC1)NC(=O)N(CC(=O)c1ccc(Cl)s1)C2=O (stereo not given)	-5.1	-6.7	?	-5.5	3.2%	1.6	-0.4	-6.4	-9.9
CCCCNC(=O)NS(=O)(=O)c1cnccc1Sc1ccc(Cl)cc1	6.1	-5.2	-9.3%	2.7	2.3%	2.6	0.2	-8.8	9.0
O=C(CCC(=O)N1CC2CCCN2c2ccccc21)NCc1cccc(Cl)c1 (stereo not given)	19.9	-7.0	256.8%[activator]	2.9	-0.8%	10.3	-0.6	-12.7	-29.5
Cc1ccc(Oc2ccc(NC(=O)CCC(=O)OCC(=O)c3cccs3)cc2)cc1C	7.9	-2.8	?	5.0	5.3%	7.8	-1.1	5.4	-8.0
CN(CC(=O)NCCc1ccc(S(N)(=O)=O)cc1)c1ccccc1	nt	1.2	-2.6%	4.0	-1.0%	3.1	0.2	0.4	5.2
Cn1c(=O)oc2cc(S(=O)(=O)Nc3ccc(C(=O)O)cc3)ccc21	-0.8	-0.9	-5.2%	1.7	1.7%	3.9	-0.3	-23.4&-6.2	4.6
CCc1ccc(/C=c2\s/c(=C\C(=O)C(C)(C)C)[nH]c2=O)cc1	6.5	8.7	-23.9%	-1.9	0.3%	-1.0	-0.3	-7.0	-4.2
Cc1cc(C(=O)CN2c3cccc4cccc(c34)S2(=O)=O)c(C)n1C	0.3	nt	nt	-4.8	2.0%	3.5	-0.1	2.9	8.0
CC(=O)c1ccc(NC(=O)CCc2nc3sc4c(c3c(=O)[nH]2)CCCC4)cc1	17.2	-6.0	nt	-1.5	4.2%	4.6	0.0	-25.4	-5.4
CCOc1ccccc1-n1cnc(C#N)c1N	-5.6	-4.8	-4.4%	-2.0	0.2%	-1.0	0.3	-5.1	nt
Cc1noc(C)c1C(=O)N1CC(C)OC(C)C1 (stereo not given)	-10.7	-6.1	-8.2%	16.0	0.6%	0.3	0.3	-4.2	-4.4
CC(Oc1ccc(F)cc1)C(=O)NN (stereo not given)	-13.0	1.7	-11.1%	24.0	0.9%	1.6	-3.3	13.2	4.3
Cc1ccc2oc3c(c(=O)c2c1)C(c1ccccc1F)N(CCCN(C)C)C3=O (stereo not given)	8.7	-2.3	15.9%	16.3	-4.6%	0.6	0.2	14.4	-0.8

An excerpt; count on the stated rates, not on these rows.
